# LYPLA2 inh: counter-screen for PME1 inhibitors: inhibitors of human LYPLA2; recombinant LYPLA2, FP-Rh probe fluorescence polarization; inhibition, % at 5.9 µM; 0.38% of 320,000 active;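 active means inhibition above the screen-wide mean plus 3 SD, limit set per campaign, cut at about 26% in these data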;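 further: 0% = LYPLA2 with DMSO and 100% = wells lacking LYPLA2 enzyme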
# PREPL inhibitor: inhibits the human prolyl oligopeptidase-like enzyme; Q4J6C6; recombinant PREPL, fluorescence polarization activity-based probe; inhibition, % at 5.96 µM; 0.68% of 320,000 active; in the data active means inhibition above about 43%;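 further: 0% = enzyme with DMSO and 100% = wells lacking enzyme; many of its hits are not listed in these tables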
# Target sequence (Q4J6C6 whole entry, looked up): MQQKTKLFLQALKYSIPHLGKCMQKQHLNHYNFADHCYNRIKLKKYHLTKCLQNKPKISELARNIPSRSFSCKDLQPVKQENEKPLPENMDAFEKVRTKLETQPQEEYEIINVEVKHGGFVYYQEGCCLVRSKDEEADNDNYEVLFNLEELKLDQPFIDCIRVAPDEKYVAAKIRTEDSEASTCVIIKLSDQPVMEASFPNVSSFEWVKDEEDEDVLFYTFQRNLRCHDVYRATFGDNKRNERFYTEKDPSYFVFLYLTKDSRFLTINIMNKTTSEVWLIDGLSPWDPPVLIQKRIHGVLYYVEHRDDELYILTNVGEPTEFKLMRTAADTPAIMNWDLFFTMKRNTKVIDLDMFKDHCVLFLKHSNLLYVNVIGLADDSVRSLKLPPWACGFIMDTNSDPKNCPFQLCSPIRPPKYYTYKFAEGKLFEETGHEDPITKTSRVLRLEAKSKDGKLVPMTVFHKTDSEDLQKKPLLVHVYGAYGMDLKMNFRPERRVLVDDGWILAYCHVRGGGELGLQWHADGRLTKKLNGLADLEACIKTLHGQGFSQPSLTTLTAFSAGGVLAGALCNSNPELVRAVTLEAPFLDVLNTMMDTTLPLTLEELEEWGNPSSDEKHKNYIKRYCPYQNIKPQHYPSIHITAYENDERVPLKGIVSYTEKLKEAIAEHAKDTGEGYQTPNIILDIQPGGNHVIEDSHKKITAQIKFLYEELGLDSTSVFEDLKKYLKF
# PAFAH2 inh: inhibitors of human PAFAH2; recombinant PAFAH2, FP-rhodamine activity probe, fluorescence polarization; 0.99% of 340,000 active; Q99487; inhibition, % at 3.39 µM;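 active means inhibition above the mean over all tested compounds plus 3 SD, cut at about 30% in these data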;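 further: inhibitors block probe labeling of enzyme so polarization drops; 0% = enzyme with DMSO and 100% = wells lacking PAFAH2 protein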
# PAFAH1B3 inh: PAFAH1B3 (human) inhibition; Q15102; AID 492972; 0.28% of 340,000 active; recombinant PAFAH1B3, FP-rhodamine probe, fluorescence polarization; inhibition, % at 3.39 µM;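 active means inhibition above the screen-wide average of all tested compounds plus 3 SD, cut at about 25% in these data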;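 further: 0% = enzyme with DMSO only and 100% = wells lacking PAFAH1B3 protein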
# Target sequence (Q15102 whole entry, looked up): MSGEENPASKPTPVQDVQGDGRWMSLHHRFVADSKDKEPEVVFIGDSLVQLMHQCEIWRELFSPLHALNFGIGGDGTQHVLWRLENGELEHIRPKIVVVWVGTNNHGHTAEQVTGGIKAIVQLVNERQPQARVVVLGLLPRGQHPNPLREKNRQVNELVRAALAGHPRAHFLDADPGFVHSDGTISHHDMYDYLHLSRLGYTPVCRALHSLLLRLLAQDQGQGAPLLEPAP
# pPAFAH inh: pPAFAH (human) enzyme inhibition; 1.5% of 330,000 active; AID 463082; Q13093; recombinant pPAFAH, FP-rhodamine probe fluorescence polarization; inhibition, % at 3.39 µM;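 active means inhibition above the mean inhibition across the screen plus 3 SD, cut at about 25% in these data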;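 further: inhibitors block binding of the rhodamine activity-based probe so polarization drops; 0% = enzyme with DMSO and 100% = wells lacking pPAFAH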
# PAFAH1B2 FP inh: PAFAH1B2 (human) inhibition; recombinant PAFAH1B2, FP-rhodamine activity probe, fluorescence polarization; inhibition, % at 3.39 µM; 1.2% of 340,000 active;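 active means inhibition above the mean of all tested compounds plus 3 SD, cut at about 24% in these data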;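 further: 0% = enzyme with DMSO and 100% = wells lacking PAFAH1B2; many of its hits are not listed in these tables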
# GSTO1 counter: counter-screen for RBBP9 inhibitors: inhibitors of human GSTO1. P78417. recombinant GSTO1, activity-based probe fluorescence polarization. inhibition, % at 5.96 µM. 1.1% of 300,000 active. AID 1974;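 active means inhibition above the campaign mean inhibition plus 3 SD, cut at about 35% in these data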;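 further: 0% = GSTO1-1 with DMSO and 100% = wells lacking GSTO1-1 enzyme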
# LYPLA1 counter: counter-screen for PME1 inhibitors: inhibitors of human LYPLA1. O75608. recombinant LYPLA1, FP-Rh probe fluorescence polarization. inhibition, % at 5.9 µM. 0.16% of 320,000 active. AID 2174;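 active means inhibition above the mean of all tested compounds plus 3 SD, set per campaign, cut at about 14% in these data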;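 further: inhibitors block serine hydrolase probe labeling of LYPLA1 so polarization falls; 0% = enzyme with DMSO and 100% = wells lacking LYPLA1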
# PAD4 FP inh: PAD4 (human) enzyme inhibition; inhibition, % at 6.36 µM; Q9UM07; AID 485272; 0.41% of 330,000 active; recombinant PAD4, RCA probe fluorescence polarization;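 active means percent inhibition above a cutoff equal to the mean of all tested compounds plus 3 SD, cut at about 15% in these data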;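 further: 0% = PAD4 with RCA probe and DMSO and 100% = probe without PAD4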
# Active calls of the source: *; / = no result given.
SMILES	LYPLA2 inh	PREPL inhibitor	PAFAH2 inh	PAFAH1B3 inh	pPAFAH inh	PAFAH1B2 FP inh	GSTO1 counter	LYPLA1 counter	PAD4 FP inh
O=C(Nc1ccc(F)cc1F)c1cc(Cl)sc1Cl	-5	-1	-3	-3	2	-1	-1	0	-6
CC(C(=O)NCCc1nc2ccccc2[nH]1)n1cc([N+](=O)[O-])cn1 (stereo unspecified)	-1	-1	-1	6	6	-1	-2	0	-3
C[C@]12C(=O)N(c3ccc(Br)cc3)C(=O)N1[C@H]1c3ccccc3OC[C@@H]1[C@H]2c1ccccc1	/	0	5	7	-3	-3	/	/	2
O=C(NCCN1CCOCC1)c1sc2ccccc2c1Cl	-7	-1	/	/	-5	/	5	-2	-6
Cc1ccnc(NS(=O)(=O)c2ccc(NC(=O)/C=C/c3cccs3)cc2)n1	-4	7	-14	8	-1	-5	-3	-1	1
CCOC(=O)c1ccc(NC(=O)c2cc(C)nc3ccccc23)cc1	-1	-4	1	1	-5	4	-4	-2	-1
CN(Cc1ccccc1)C(=O)c1ccc(NC(=O)Cc2cccc(NC(=O)C3CCCN(C(=O)C4CCCC4)C3)c2)cc1 (stereo unspecified)	19	1	-4	0	1	-1	/	-1	1
Cn1c(=O)cc(OCCCC(=O)N2CCCCC2)c2ccccc21	17	2	-6	-1	3	7	-17	2	-1
COc1ccc(S(=O)(=O)N2CCOC2CNC(=O)C(=O)NCCc2ccccc2)cc1 (stereo unspecified)	3	-1	-3	1	7	7	4	2	-3
CCOC(=O)C1C(=O)OC(C)(C)C1C(C)C(=O)c1ccc(C)cc1C (stereo unspecified)	1	18	-1	9	2	3	14	-2	-4
CCCCNC(=O)c1ccc(NC(=O)C2CCCO2)cc1 (stereo unspecified)	-1	15	-13	0	0	-1	-1	0	-1
O=[N+]([O-])c1cncc([N+](=O)[O-])c1Nc1cccc(O)c1	-4	-7	5	4	1	2	70*	0	6
CC(C)NC(=O)CN1C(=O)NC(CCc2ccccc2)C1=O (stereo unspecified)	-1	7	4	6	1	-3	-2	-1	0
COc1cccc2c1nc(C)c1cc(C)oc12	1	1	-4	3	-4	-2	-2	0	-5
C=CCC(CC=C)(C(N)=O)c1ccccc1	4	-3	-3	6	2	8	12	5	-5
CN(C(=O)COC(=O)CNC(=O)c1ccc2ccccc2c1)c1c(N)n(Cc2ccccc2)c(=O)[nH]c1=O	4	-26	5	-1	1	5	2	0	0
Cc1ccc(-c2nnc(SCC(=O)NC3CCCC3)n2C)cc1	8	2	0	-5	5	2	3	3	0
O=C(Nc1ccc(Cl)c(Cl)c1)N(Cc1cccnc1)Cc1ccco1	-7	-19	0	5	-7	4	6	-5	-2
O=C(C1CCCCC1)N1CC(=O)N2CCc3ccccc3C2C1 (stereo unspecified)	1	4	/	/	7	/	1	-1	-1
Cc1cc(C)c2[nH]c(=O)c(CN(Cc3ccc4c(c3)OCO4)Cc3nnnn3C3CCCC3)cc2c1	-2	-7	3	1	1	-3	-2	-1	2
N/C(=N\OC(=O)c1ccc(Br)cc1)c1ccncc1	-3	14	3	12	0	2	6	-1	-1
COc1cccc(NC(=O)N2CCCC2C(=O)NC2CCCC2)c1 (stereo unspecified)	2	11	9	3	4	1	2	3	-1
Cc1ccc(S(=O)(=O)c2cn(C)c3cc(N4CCN(C)CC4)c(F)cc3c2=O)cc1	1	7	2	0	6	5	0	4	-1
O=C1NC(Nc2nccs2)(C(F)(F)F)C(=O)N1CCc1ccccc1 (stereo unspecified)	2	13	6	-5	4	2	0	-4	-2
CCOC(=O)C(C#N)=C1CCN(Cc2ccccc2)CC1	-1	11	4	-1	2	10	4	0	2
O=S(=O)(c1ccc(OCC(O)CN2CCN(c3ccccc3Cl)CC2)cc1)N1CCOCC1 (stereo unspecified)	2	16	-10	2	0	8	2	1	7
CCOn1c(=O)c(-c2cccc3ccccc23)[n+]([O-])c2ccccc21	-7	-1	3	17	2	5	4	-3	-11
Cc1cccc(CCNS(=O)(=O)c2ccc3c(c2)n(C)c(=O)c(=O)n3C)c1	-4	-4	4	0	5	1	24	-4	2
CC/C(C)=C1\SC(N2CCN(c3cccc(C(F)(F)F)c3)CC2)=NC1=O	33*	19	-2	-4	2	4	-6	3	-2
CCOC(=O)CS(=O)(=O)c1ccc(O)cc1	-8	-3	3	0	-3	3	10	-2	2
O=C(O)Cn1nnnc1SCC(=O)Nc1ccc(F)cc1F	-1	-1	-2	5	18	-2	3	-2	-8
CN(C)c1ccc(C(=O)Nc2cccc(S(=O)(=O)NC3=NCCCCC3)c2)cc1	2	12	-4	1	4	3	/	6	-6
Cc1c(C(=O)N(Cc2nccn2C)C(C)C)oc2c(F)cccc12	-10	-8	4	6	4	4	2	-4	1
CN(C(=O)c1cccc(NC(=O)Cc2ccc([N+](=O)[O-])cc2)c1)C1CC1	/	-14	8	7	-3	9	/	/	1
COC(=O)c1ccc(CSc2ccc3nnc(-c4ccccn4)n3n2)o1	-2	3	6	5	-5	3	7	-2	-3
CCCOC1CCCN(C(=O)CCCn2nnnc2CN2CCOCC2)C1 (stereo unspecified)	-1	5	0	1	-9	4	0	-1	-5
CCN(CC)C(=O)CSc1nnc([C@@H](N)Cc2ccccc2)o1	-3	-23	2	-3	1	4	5	2	2
COc1ccc(C2C(C#N)=C(N)N3C(=C2C#N)Sc2ccccc23)cc1 (stereo unspecified)	-2	-6	/	/	1	/	6	-1	-1
Cc1ccc(S(=O)(=O)N(C)CC(=O)O/N=C(\N)c2cccc(Br)c2)cc1	9	-37	-1	6	2	4	-5	0	-1
COC(=O)c1sccc1NS(=O)(=O)c1ccc(F)cc1F	-3	7	3	8	2	1	4	-1	3
O=C(NCc1ccc(F)cc1)C1CCCN1C(=O)Nc1ccccc1 (stereo unspecified)	7	24	0	0	-1	-2	5	-1	-3
O=C(CCc1ccccc1)N=C1SC2CS(=O)(=O)CC2N1c1ccccc1F (stereo unspecified)	-1	13	2	4	2	7	-6	-5	4
COc1cccc(NC(=O)COC(=O)CCCC2=NS(=O)(=O)c3ccccc3N2)c1	-1	-4	12	2	-2	-4	10	2	2
N#C/C(=C\c1ccc(-c2cccc(C(F)(F)F)c2)o1)C(=O)Nn1cnnc1	6	9	9	2	13	3	1	0	-1
COc1ccccc1CNC(=O)Cn1c(=O)c2cccn2c2cccnc21	3	12	-8	0	-1	0	-4	2	-6
CN(C(=O)CSc1nnc(-c2ccccc2F)n1N)C1CCCCC1	-8	1	-3	1	-4	9	/	-3	-8
CN1C(=O)N(C)C(c2ccccc2Cl)C2=C1CC(C)(C)CC2=O (stereo unspecified)	-6	-3	4	6	4	2	2	0	-2
CCn1cc(CN2CCC(n3nccc3NC(=O)c3cccc(F)c3)CC2)c(C)n1	-4	3	-6	8	-3	-1	-1	1	0
Cc1c(C(=O)N2CCOCC2)oc2c1C(=O)CC(C)(C)C2	-1	-4	-13	-4	-3	-4	0	-2	0
O=C(C1CC1)N1N=C(c2ccc(Br)cc2)CC1(O)C(F)(F)F (stereo unspecified)	-8	-10	8	6	6	-1	-6	-3	1
COc1ccc(Br)cc1CNC(=O)CCc1nc(-c2ccccc2F)no1	1	-54	8	4	4	21	-8	1	-4
N#Cc1cccnc1N1CCN(C(=O)c2cccc3c2C(=O)c2ccc(Cl)cc2S3(=O)=O)CC1	7	13	-2	10	2	3	/	8	-5
CCc1ccc(OS(=O)(=O)c2cn(C)c(=O)n(C)c2=O)cc1	4	1	0	2	1	4	6	1	-3
COC(=O)c1c(NC(=O)c2ccccc2)sc2c1CC(C)(C)OC2	2	4	-10	2	0	1	2	-1	1
O=C(CSc1nncn1-c1ccccc1)Nc1ccc(F)cc1F	2	1	0	0	-2	5	2	6	-2
O=C(CSc1nnc(CN2CCOCC2)n1-c1ccccc1)Nc1ccc(Cl)cc1	0	13	-8	1	4	2	1	0	2
CCOC(=O)CN1C(=O)N[C@H](c2ccc(Br)cc2)C(C(C)=O)=C1C	-5	9	-5	-7	-3	6	5	-4	5
O=C(NNC(=O)c1cc(-c2ccncc2)nc2ccccc12)c1ccccc1F	-5	4	2	15	4	5	/	-1	-9
COc1cc(CN2CCC(n3nccc3NC(=O)CCCc3ccccc3)CC2)ccc1F	-6	29	0	0	2	4	-11	0	-1
O=C(O)[C@H](Cc1ccccc1)NC(=O)N1CCOCC1	3	-5	4	-2	7	0	2	3	0

# Next records:
SMILES	LYPLA2 inh	PREPL inhibitor	PAFAH2 inh	PAFAH1B3 inh	pPAFAH inh	PAFAH1B2 FP inh	GSTO1 counter	LYPLA1 counter	PAD4 FP inh
COc1cc(CNC(=O)C2CCCN2S(=O)(=O)c2ccccc2)cc(OC)c1OC (stereo unspecified)	4	-4	-4	0	-3	6	8	4	-3
CCOC(=O)N1CCC(NC(=O)C2CCN(C(=O)c3cc4sccc4n3CC)CC2)CC1	-6	6	1	9	-3	0	-2	-4	0
COc1ccccc1NC(=S)NN1CCN(C)CC1	-4	16	8	3	2	1	-2	4	3
CNC(=S)N1CCN=C1Nc1nc(C)cc(C)n1	-5	1	2	5	-3	4	4	1	1
CSc1ccccc1OCc1cc(C(=O)N2CCSCC2)no1	-2	-5	12	3	-3	4	3	-1	0
CC[n+]1c(/C=C/Nc2ccccc2)oc2ccc(OC)cc21	-3	29	4	9	1	-2	-8	-1	3
COC(=O)c1ccccc1NC(=O)CSc1nc(O)c(-c2ccccc2)c(=O)[nH]1	4	0	17	6	3	2	2	2	17*
CCC(C)c1ccccc1NC(=O)COC(=O)c1ccc(N2CCCC2)c([N+](=O)[O-])c1 (stereo unspecified)	-1	0	79*	4	30*	-2	-1	-5	-1
Cc1c(C(=O)Nc2ccc3c(c2)OCCO3)oc2ccc(Br)cc12	-15	35	-9	2	2	0	/	-11	3
Cc1ccc(NC2CCCN(C(=O)CCN3CCOCC3)C2)cc1C (stereo unspecified)	4	11	0	5	-1	-2	5	0	-1
COc1cccc(NC(=S)NCc2ccco2)c1	-2	-3	0	12	4	-1	-2	0	-2
COc1cc(/C=C2\SC(=O)N(CC(=O)Nc3cccc(C)c3)C2=O)ccc1OC(C)C(=O)O (stereo unspecified)	74*	-4	2	-2	-9	0	3	-3	2
CCN(c1ccc(OCC(=O)OCC(=O)c2c(N)n(C)c(=O)n(C)c2=O)cc1)S(=O)(=O)c1ccccc1	-8	-3	-1	0	-1	11	1	-3	0
CC(C)NC(=O)Cn1cc(S(=O)(=O)N2CCCC2)c(S(=O)(=O)N2CCCC2)c1	-4	7	8	1	1	-4	6	2	-1
CCOC(=O)C1=C(C)N=c2s/c(=C/c3cccc([N+](=O)[O-])c3O)c(=O)n2C1c1cc(OC)c(OC)c(OC)c1 (stereo unspecified)	-2	2	8	13	11	2	7	-6	-1
CCC1=Nc2cc(C(=O)NCc3ccco3)ccc2Sc2ccc(Cl)cc21	-14	-16	-15	-6	16	-2	-6	-8	-1
CCC(=O)NC(=S)NNC(=O)c1ccc(NC(=O)c2ccccc2)cc1	-3	-4	-2	9	0	5	11	1	3

# Bioassay records: PubChem, The Scripps Research Institute Molecular Screening Center

# A portion of the library. The share of hits here may be higher or lower than overall.
